Rac1 act GTP bind = GTP binding modulators of activated mutant Rac1, primary screen, biochemical, bead-based flow cytometry, multiplex, fluorescent GTP; Ras-related C3 botulinum toxin substrate 1 (Homo sapiens), P63000; GST-Rac1 activated beads; actives lie on both sides; 100% means binding = to untreated wells; percent activity (GTP binding), % at 10 µM; 190,000 compounds, 0.11% hits;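 active = GTP binding at least 20 percentage points away from the 100% baseline, in either direction, so actives lie on both sides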
Avidin fluor = green autofluorescence of compounds with avidin beads – biophysical, 488/530 nm, flow cytometry, artefact control, profiling panel; compound fluorescence 488/530 nm; hits give high values; fluorescence (KMESF) at 10 µM; 220,000 compounds, 0.38% hits; in the data active = fluorescence above about 47; note: inactives centre near 10
ABCG2 block = ABCG2 efflux pump inhibitors, primary screen, multiplex with ABCB1, IgMXP3 cells, flow cytometry; AID 1325, 2008; 190,000 compounds, 0.1% hits; Broad substrate specificity ATP-binding cassette transporter ABCG2 (Homo sapiens), Q9UNQ0; inhibition, % at 6.6 µM; JC-1 efflux;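 active = inhibition above 80%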;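 note: 0% = DMSO and 100% = nicardipine control wells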
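Test system: IgMXP3 (ABCG2) plus far-red-tagged CCRF-Adr (ABCB1) cells / Amount: 3 million cells/mL in well / Reagent: JC-1 transporter substrate / Timing: 10 min compound exposure, 25 °C / Signal: flow cytometry, 530 nm JC-1 signal / Read-out: percent efflux inhibition, scaled nicardipine 100% to DMSO 0% / Benchmarks: nicardipine as high control, DMSO as low control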
Rac1 wt GTP bind = wildtype Rac1 GTP binding modulators, primary screen, biochemical, GST-Rac1 beads, flow cytometry, multiplex; Ras-related C3 botulinum toxin substrate 1 (Homo sapiens), P63000; fluorescent GTP binding; actives lie on both sides; 0 = cold GTP competed, 100 = untreated; 190,000 compounds, 0.27% hits; GTP binding activity (% of control), % at 10 µM;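 active = GTP binding activity at least 20 points away from the 100% control level, either lower or higher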
Rab2A wt mod = modulators of GTP binding to Rab2A wildtype, primary screen, biochemical, dog, bead-based flow cytometry, multiplex; GST-Rab2 wt beads, Bodipy-GTP binding; GTP binding activity, % at 10 µM; AID 760, 2007; 190,000 compounds, 0.19% hits; Ras-related protein Rab-2A (Canis lupus familiaris), P61105;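 active = GTP binding activity at least 20 points away from 100%, either lowered or raised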;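 note: 0% = beads with excess unlabeled GTP and 100% = no-compound control corrected for plate trend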
ABCB1 inh = ABCB1 efflux pump inhibitors, primary screen, cell-based, multiplex, flow cytometry, ABCG2 counter-screen | 190,000 compounds, 0.067% hits | ATP-dependent translocase ABCB1 (Homo sapiens), P08183 | AID 1326, 2008 | CCRF-Adr cells, JC-1 efflux | inhibition, % at 6.6 µM; in the data active = inhibition above about 40%;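 note: 0% = vehicle and 100% = reference inhibitor; higher value means more JC-1 retained so stronger ABCB1 efflux block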
Pf gametocyte = late stage P. falciparum gametocyte viability inhibitors, primary screen, ATP luminescence, HTS. P. falciparum stage V gametocytes, 24 h. inhibition, % at 10.9 µM. 150,000 compounds, 0.065% hits;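 active = inhibition above the mean plus 3 SD of compounds within the control limits, set per campaign, cut at about 38% in these data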;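 note: 0% = DMSO wells and 100% = medium only without gametocytes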
Cdc42 wt = modulators of GTP binding to wildtype Cdc42, primary screen, biochemical, multiplex bead flow cytometry, Bodipy-GTP; Cell division control protein 42 homolog (Homo sapiens), P60953; GST-Cdc42 beads; actives lie on both sides; percent activity (GTP binding), % at 10 µM; 190,000 compounds, 0.2% hits;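 active = percent activity GTP binding at least 20 points away from the 100% baseline, either down as inhibitor or up as activator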;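 note: median bead fluorescence of bound Bodipy-FL-GTP at 100 nM; 0% = excess unlabeled GTP control and 100% = no compound control; below 100% means less GTP binding so inhibitor and above means activator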
Target sequence (P60953 whole entry, looked up): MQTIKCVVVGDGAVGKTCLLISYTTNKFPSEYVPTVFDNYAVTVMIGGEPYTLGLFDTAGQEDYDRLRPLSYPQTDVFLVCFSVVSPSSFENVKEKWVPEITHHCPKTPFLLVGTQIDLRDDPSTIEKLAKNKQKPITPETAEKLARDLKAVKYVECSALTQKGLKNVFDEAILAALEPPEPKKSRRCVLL
Mcl1-Noxa inh = Mcl-1/Noxa binding inhibitors, primary screen, biochemical, TR-FRET, 1536-well; TR-FRET Mcl-1/Noxa peptide binding, 2 h; inhibition, % at 21.7 µM; 220,000 compounds, 1.5% hits; AID 1022, 2008;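 active = compounds that cut the protein-peptide binding signal by more than 50% relative to plate controls in a single-dose test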;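 note: His-tagged Mcl-1 with rhodamine Noxa BH3 peptide and terbium anti-His antibody; 0% = Mcl-1 plus Noxa peptide wells and 100% = peptide-only wells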
Target sequence (Q07820 whole entry, looked up): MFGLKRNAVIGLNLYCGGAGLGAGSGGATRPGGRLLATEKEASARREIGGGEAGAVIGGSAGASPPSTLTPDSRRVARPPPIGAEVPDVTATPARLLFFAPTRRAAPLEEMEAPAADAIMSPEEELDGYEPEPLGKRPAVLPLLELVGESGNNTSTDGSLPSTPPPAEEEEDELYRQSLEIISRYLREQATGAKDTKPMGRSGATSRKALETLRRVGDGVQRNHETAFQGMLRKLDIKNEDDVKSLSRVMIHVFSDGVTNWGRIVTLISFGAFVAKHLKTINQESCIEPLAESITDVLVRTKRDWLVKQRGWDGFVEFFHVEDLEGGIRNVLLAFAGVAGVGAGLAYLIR
HRas wt GTP = modulators of GTP binding to HRas wildtype, primary screen, biochemical, bead-based flow cytometry, multiplex. GTPase HRas (Homo sapiens), P01112. GST-Ras wt beads, Bodipy-FL-GTP binding; actives lie on both sides. GTP binding activity, % at 10 µM. 190,000 compounds, 0.14% hits;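 active = GTP binding activity at least 20% away from the 100% baseline, either lowered as inhibitor or raised as activator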;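 note: 0% = unlabeled GTP competition control and 100% = no-compound control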
Target sequence (P01112 whole entry, looked up): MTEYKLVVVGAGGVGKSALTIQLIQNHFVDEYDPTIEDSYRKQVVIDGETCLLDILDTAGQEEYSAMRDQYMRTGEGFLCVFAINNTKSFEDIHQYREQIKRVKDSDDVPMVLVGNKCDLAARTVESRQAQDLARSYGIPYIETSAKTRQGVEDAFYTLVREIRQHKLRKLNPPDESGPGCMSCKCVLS
Rab7 wt GTP bind = modulators of GTP binding to Rab7, primary screen, biochemical, wildtype, multiplex bead flow cytometry | Rab7 GTPase wild type (dog), Bodipy-FL-GTP binding | GST-Rab7 beads, fluorescent GTP binding; actives lie on both sides; untreated = 100%, excess cold GTP = 0% | GTP binding activity (percent of control), % at 10 µM | 190,000 compounds, 0.055% hits | AID 758, 2007;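 active = fluorescent GTP binding to Rab7 beads changed by at least 20 points from the 100% baseline, either direction, mostly lower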;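 note: median green fluorescence of bound Bodipy-FL-GTP per Rab7 bead population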
An asterisk follows results filed as active; . = no result given; [ ] = dose if it differs, or a comment.

SMILES	Rac1 act GTP bind	Avidin fluor	ABCG2 block	Rac1 wt GTP bind	Rab2A wt mod	ABCB1 inh	Pf gametocyte	Cdc42 wt	Mcl1-Noxa inh	HRas wt GTP	Rab7 wt GTP bind
O=C(NCc1ccccc1)N(Cc1cc2cc3c(cc2[nH]c1=O)OCO3)CC1CCCO1 (centres undefined)	102	6	3	103	101	0.1	.	102	25	100	101
CC(=O)c1cc(CN2CCCCC2)cc(OC(C)C)c1	101	3	1	108	99	-0.3	4	104	8	102	101
COc1cc2c(cc1OC)C(C)N(C(=O)c1cccs1)CC2 (centres undefined)	95	8	8	99	97	1.5	24	96	-4	98	95
C[C@@H]1NC(=O)[C@H](CCCN=C(N)N)NC(=O)c2cc([N+](=O)[O-])cc(I)c2OCC[C@@H](C(=O)NC(CC(=O)O)C(N)=O)NC1=O (some centres undefined)	92	11	2	94	96	-0.1	.	92	18	94	94
CCNC(=O)c1sccc1-n1cccc1	103	11	27	105	104	1.1	.	103	6	103	102
C=CCSc1ncc(C#N)c(N)n1	99	10	0	105	100	-0.1	-4	100	-10	101	103
CCOc1ccc(-c2nc(CCl)cs2)cc1OC	95	11	2	96	95	-0.6	.	93	3	96	99
O=C1c2ccccc2-c2c1cccc2C(=O)N1CCCCCC1	100	1	4	102	100	.	-18	100	2	102	102
CC(C)CN=C(NS(=O)(=O)c1ccccc1)C(Cl)(Cl)Cl	100	16	-4	103	100	-1.1	-9	102	4	103	103
Cc1cccc(-n2c(SCC(=O)Nc3nonc3C)nnc2-c2ccoc2C)c1	100	16	5	99	101	0.6	.	101	29	103	101
CCOc1ccc(C(=O)CCC(=O)O)cc1	98	11	1	108	101	0.3	.	104	8	102	101
CCCOc1cccc(-c2cc(C(=O)NNC(=S)NCC)c3ccccc3n2)c1	96	9	5	99	101	0.2	13	101	-19	98	102
FC(F)(F)c1cccc(Sc2cc(C(F)(F)F)nc(-c3ccccn3)n2)c1	97	3	5	102	96	0.5	-27	101	3	101	98
Cc1c(C)c2cc(Cl)c(OCc3nn[nH]n3)cc2oc1=O	96	42	3	99	97	0.4	-1	99	7	99	100
Cc1ccc(-n2nc3c(c2NC(=O)c2ccc4c(c2)OCO4)CS(=O)C3)cc1 (centres undefined)	99	31	12	106	102	1.2	.	103	1	101	100
CCc1sc(C(=O)NC2CCN(C)CC2)cc1Br	98	18	2	101	98	0.4	-38	102	-1	98	99
Cc1cccc2cc(C(c3nnnn3C3CCCC3)N3CCOCC3)c(=O)[nH]c12 (centres undefined)	102	10	1	101	103	-0.1	9	102	40	106	97
CCC(C)[C@@H](N)C(=O)N/N=C/c1ccc2ncccc2c1 (some centres undefined)	100	6	6	101	102	-0.1	.	101	18	102	99
c1ccc(-c2cc(N3CCOCC3)nc(-c3ccccc3)n2)cc1	99	14	14	105	103	1.1	.	104	-3	102	105
O=C(CSc1nnc(C2COc3ccccc3O2)o1)N1CCCCC1 (centres undefined)	97	4	2	97	97	0.7	.	97	-4	94	92
O=C(Nc1nccs1)C1CC(=O)N(Cc2ccco2)C1 (centres undefined)	100	11	1	101	97	-0.1	-23	98	8	97	96
Cc1cccc(N2C(=O)CC(c3ccc(F)cc3)C3=C2COC3=O)c1 (centres undefined)	101	12	1	108	105	0.8	.	102	-13	102	105
CCCN1C(=O)c2ccccc2NC1c1cc(OC)c(OC)c(OC)c1 (centres undefined)	102	8	1	103	99	7.5	.	101	-6	100	95
Cc1ccc(OCCN2C(=O)C(=O)c3cccc(C)c32)cc1	96	10	1	99	95	0.2	16	92	-6	95	99
CCOC(=O)c1oc2ccccc2c1NC(=O)COC	98	29	1	102	97	0.2	.	99	-7	97	94

Following part:
SMILES	Rac1 act GTP bind	Avidin fluor	ABCG2 block	Rac1 wt GTP bind	Rab2A wt mod	ABCB1 inh	Pf gametocyte	Cdc42 wt	Mcl1-Noxa inh	HRas wt GTP	Rab7 wt GTP bind
COc1ccc(/C=C2\SC(=S)NC2=O)cc1OS(=O)(=O)c1ccc(NC(C)=O)cc1	110	9	-3	135*[activator]	108	-1.0	-12	108	34	111	118
COC(=O)C1=C(C)N(c2ccc(OC)c(OC)c2)C(=O)/C1=C\c1cccs1	95	15	7	94	96	1.6	-1	99	4	97	96
CCOC(=O)c1c(N2C(=O)Nc3ccccc3N2O)sc2c1CCCC2	88	16	32	88	86	0.1	0	89	30	90	91
CC(C)c1[nH]nc2c1C(c1cccc(OC(=O)N3CCOCC3)c1)C(C#N)=C(N)O2 (centres undefined)	99	13	0	104	97	0.0	-4	100	25	100	99
CC(C)CCNC(=O)CN(Cc1cccs1)C(=O)CCC(=O)Nc1nccs1	94	12	3	95	94	0.4	.	94	-16	94	92
Cc1ccc(-n2nnnc2C(=Cc2ccc(N(C)C)cc2)c2nnnn2-c2ccc(C)cc2)cc1	98	.	-1	104	99	0.0	.	104	-1	104	99
COc1ccccc1NS(=O)(=O)c1ccc(N/N=C/c2ccccc2OCC(=O)O)c([N+](=O)[O-])c1	93	8	-4	98	95	-2.3	-4	93	24	94	97
COc1ccc(NC(=O)C2CC2)cc1NS(=O)(=O)c1ccc(F)cc1	96	17	1	94	98	0.3	4	98	13	97	98
N/C(CN1CCCC1=O)=N\OC(=O)c1ccc(Cl)c(Cl)c1	98	4	17	101	98	0.6	0	98	9	100	100
COC(=O)Cn1c(=NC(=O)CSCC(=O)NC2CCCCC2)sc2cc(OC)ccc21	98	7	.	103	100	.	.	102	-11	102	100
O=C(c1ccccc1)N1CCN(C2CC(=O)N(CCc3ccccc3)C2=O)CC1 (centres undefined)	97	41	0	104	99	0.0	8	100	5	99	99
CS(=O)(=O)N(CC(=O)N1CCCC1)c1ccc(Cl)c(Cl)c1	99	39	3	105	102	0.9	-38	104	1	102	105
CCNC(=S)N1CCc2ccccc2C1	97	12	1	98	96	-0.1	10	97	-5	95	94
C=C(C)Cn1c(Sc2nnc(C)s2)nc2c1c(=O)[nH]c(=O)n2C	101	14	2	102	105	0.3	.	108	-17	106	97
COc1ccc(S(=O)(=O)O/N=C2\CCSc3ccc(C)cc32)cc1	100	11	-2	104	99	-0.3	.	101	10	101	98
CCOC(=O)Cn1c(=O)oc2cc(S(=O)(=O)Nc3cccc(C)c3)ccc21	101	10	1	103	99	0.3	.	100	14	99	98
CCOc1ccc(N=C(NN)c2ccc3ccccc3n2)cc1	99	4	2	101	100	0.5	-5	99	38	100	99
Cc1cccc(OC(C)C(=O)NCc2ccc(S(N)(=O)=O)cc2)c1 (centres undefined)	99	15	2	102	102	-0.3	22	102	3	101	103
O=C(NCc1ccccn1)C(=O)Nc1nc(C23CC4CC(CC(C4)C2)C3)cs1	97	10	7	97	96	1.0	7	93	-31	97	103
O=C(c1cc2ccccc2oc1=O)N(Cc1ccco1)Cc1cccs1	93	10	9	97	96	2.3	.	99	16	98	94
CC(C)Cc1nnc(NC(=O)c2ccc([N+](=O)[O-])cc2)s1	96	31	8	104	97	0.6	.	99	5	98	96
COc1ccc(S(=O)(=O)N2CCNCC2)cc1OC	95	10	-1	100	98	-0.1	9	98	-2	96	99
CC(C)CCNc1nc(N2CCCC2)c2c(c1C#N)CCN(C)C2	99	17	18	106	100	2.0	.	101	-1	101	101
COc1cccc(/C=N/NC(=O)CCNc2n[nH]c(=O)[nH]c2=O)c1OC	98	8	2	103	95	0.6	.	96	12	98	94
CCCCCCCC(=O)NNC(=O)CCC(=O)O	95	33	2	101	98	0.4	.	103	18	101	100

Additional records.
SMILES	Rac1 act GTP bind	Avidin fluor	ABCG2 block	Rac1 wt GTP bind	Rab2A wt mod	ABCB1 inh	Pf gametocyte	Cdc42 wt	Mcl1-Noxa inh	HRas wt GTP	Rab7 wt GTP bind
CCOC(=O)c1sc(=S)n(C)c1NC(=O)c1ccccc1	101	4	-8	105	99	-1.1	8	101	-9	100	97
COc1ccccc1NC(=O)N1CCCC1C(=O)Nc1ccc2c(c1)OCO2 (centres undefined)	100	42	16	107	104	0.6	26	102	-7	102	98
Nc1cc(=O)[nH]c(SCC(=O)Nc2ncc(C(F)(F)F)cc2Cl)n1	97	10	1	102	103	0.5	-14	104	-4	99	101
COc1ccccc1C1SCCN1C(=O)c1ccc([N+](=O)[O-])cc1 (centres undefined)	98	2	9	100	100	1.8	6	98	10	99	100
O=S(=O)(c1ccc(NC(=S)NCCC(c2ccccc2)c2ccccc2)cc1)N1CCOCC1	95	3	-3	100	98	-1.4	-22	97	2	96	92
COc1cccc(/C=N/NC(=O)C(=O)NCc2cccnc2)c1O	100	6	36	100	98	0.6	.	98	-6	100	96
CC(=O)c1ccc(N2CCCC2)c(F)c1	93	21	3	100	97	1.4	.	99	7	98	95
CC1CCN(c2nc(-c3ccccc3O)nc3ccccc23)CC1	102	8	3	104	101	0.6	7	103	-20	101	98
O=C(Nc1ccc(NC(=S)NC(=O)c2ccccc2F)cc1)c1cccs1	96	12	1	98	93	0.6	-4	96	19	97	96
CCOCCCNC(=O)C(NC(=O)Cc1cccs1)c1ccccc1 (centres undefined)	96	9	0	95	95	0.0	-2	95	9	96	94
O=C(NC1CCCCCC1)C1CCN(S(=O)(=O)N2CCC3(CC2)OCCO3)CC1	103	10	7	105	104	1.2	7	107	16	106	101
CC1(C)CC(=O)C2=C(C1)OC(N)=C(C#N)C2c1ccsc1 (centres undefined)	102	10	2	101	102	0.1	-33	101	3	98	97
Cc1nnc(NC(=O)c2cccc(S(=O)(=O)N3CC(c4ccccc4)CC3=O)c2)s1 (centres undefined)	100	7	1	107	101	-0.1	.	105	21	102	100

Grouped by structure: the compounds so far with a CF3 group.
SMILES	Rac1 act GTP bind	Avidin fluor	ABCG2 block	Rac1 wt GTP bind	Rab2A wt mod	ABCB1 inh	Pf gametocyte	Cdc42 wt	Mcl1-Noxa inh	HRas wt GTP	Rab7 wt GTP bind
FC(F)(F)c1cccc(Sc2cc(C(F)(F)F)nc(-c3ccccn3)n2)c1	97	3	5	102	96	0.5	-27	101	3	101	98
Nc1cc(=O)[nH]c(SCC(=O)Nc2ncc(C(F)(F)F)cc2Cl)n1	97	10	1	102	103	0.5	-14	104	-4	99	101

Source: PubChem BioAssay (several laboratories)
